# DNMT1 inh = blocks human DNA methyltransferase DNMT1; AID 588458; P26358; inhibition (reported as % activation of signal), % at 10 µM; 360,000 tested, 0.83% active; DNMT1 molecular beacon, Hinp1I cleavage, fluorescence; in the data active = inhibition above about 50%
# Neddyl block = cullin neddylation inhibition | calls only at 25 µM | P61081+Q13564 | AID 651699 | 360,000 tested, 0.58% active | TR-FRET cullin neddylation, biochemical; in the data active = inhibition above about 36%
# Target sequence (P61081 whole entry, looked up): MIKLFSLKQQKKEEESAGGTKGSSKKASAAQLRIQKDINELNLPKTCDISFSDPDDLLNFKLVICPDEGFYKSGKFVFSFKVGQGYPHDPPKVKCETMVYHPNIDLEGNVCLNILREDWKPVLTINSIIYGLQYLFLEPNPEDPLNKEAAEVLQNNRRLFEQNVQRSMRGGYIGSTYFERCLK
# Target sequence (Q13564 whole entry, looked up): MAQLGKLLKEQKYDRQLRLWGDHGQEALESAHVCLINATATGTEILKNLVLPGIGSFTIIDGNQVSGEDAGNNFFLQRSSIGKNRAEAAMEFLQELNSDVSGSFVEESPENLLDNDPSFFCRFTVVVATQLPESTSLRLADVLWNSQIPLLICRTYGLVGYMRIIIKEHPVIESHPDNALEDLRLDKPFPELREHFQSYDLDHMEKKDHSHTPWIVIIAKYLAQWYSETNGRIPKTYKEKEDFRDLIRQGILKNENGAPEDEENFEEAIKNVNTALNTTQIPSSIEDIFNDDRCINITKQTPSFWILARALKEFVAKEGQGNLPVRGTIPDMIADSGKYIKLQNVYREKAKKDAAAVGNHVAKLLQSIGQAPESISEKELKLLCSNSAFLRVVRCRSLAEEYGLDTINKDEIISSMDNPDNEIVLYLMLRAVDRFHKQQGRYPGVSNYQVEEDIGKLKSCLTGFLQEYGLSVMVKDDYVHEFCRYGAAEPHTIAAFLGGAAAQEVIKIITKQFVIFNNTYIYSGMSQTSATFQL
# Scp-1 inhibitor = Scp-1 (human) phosphatase inhibition | Recombinant Scp1, phosphopeptide, malachite green phosphate absorbance | Q9GZU7 | inhibition, % at 20 µM | 340,000 tested, 0.88% active;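 active = inhibition above about 50% at 20 µM, limit read from the data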;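 also: plate controls were DMSO wells with enzyme for no effect and wells lacking enzyme for full effect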
#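 Times: enzyme reaction 45 min at room temperature, colour 5 min, stabilisation 30 min. Material: SCP-1 catalytic fragment, aa 76-261. Medium: Acidic Tris acetate buffer with magnesium and detergent. Signal: colorimetric free-phosphate detection, absorbance 630 nm. Read-out basis: % inhibition of SCP-1 phosphate liberation. Reagent: Phosphorylated 17-residue peptide substrate.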
# SUMO1-SIM PPI = SUMO1-SIM interaction modulation; P63165; SUMO1 binding to a labelled peptide, TR-FRET, 1 h; inhibition, % at 20 µM; 360,000 tested, 0.33% active; in the data active = inhibition above about 37%
# Target sequence (P63165 whole entry, looked up): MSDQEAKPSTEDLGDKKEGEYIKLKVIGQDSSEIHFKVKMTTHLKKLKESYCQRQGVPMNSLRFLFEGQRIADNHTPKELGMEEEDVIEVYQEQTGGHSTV
# Rin1 Abl inh = blocks binding of human Rin1 to Abl; AID 588664; 360,000 tested, 0.4% active; TR-FRET Rin1/Abl binding, biochemical; P00519+Q13671; inhibition, % at 7.35 µM; in the data active = inhibition above about 5%, passing the limit was not always enough
# STEP inh = STEP (human) phosphatase inhibition; 360,000 tested, 0.25% active; P54829; recombinant STEP, OMFP fluorogenic substrate, fluorescence; AID 588621; inhibition, % at 20 µM;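 active = inhibition at 20 µM, scaled per plate between control wells, above about 37%, limit read from the data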;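 also: 0% = DMSO with enzyme and substrate and 100% = substrate only without enzyme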
#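 Assay system: isolated STEP enzyme. Buffer or medium: pH 6.0 Bis-Tris with DTT and Tween 20. Also added: fluorogenic phosphatase substrate OMFP at 25 µM final. Dosing: 20 µM, 1% DMSO. Timing: 20 min reaction, room temperature, in the dark. Measured by: fluorescence intensity, excitation 480 nm, emission 540 nm. Evaluation: normalized % inhibition.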
# LMPTP block = blocks human LMPTP phosphatase | inhibition, % at 20 µM | 360,000 tested, 0.22% active | recombinant LMPTP-A, OMFP fluorogenic substrate, fluorescence intensity | P24666;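 active = compounds that cut the enzyme signal by at least half of the control window in the single-dose screen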;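 also: plate controls were DMSO wells with enzyme plus substrate for no effect and substrate without enzyme for full effect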
# Target sequence (P24666 whole entry, looked up): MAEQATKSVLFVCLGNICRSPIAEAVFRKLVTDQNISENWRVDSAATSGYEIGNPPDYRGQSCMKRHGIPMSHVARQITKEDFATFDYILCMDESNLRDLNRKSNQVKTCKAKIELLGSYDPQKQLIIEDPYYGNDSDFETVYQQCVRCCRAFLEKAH
#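 Test system: LMPTP-A phosphatase enzyme; input: 0.625 nM LMPTP-A final; reagent: OMFP substrate, 400 µM final; compound dosing: 20 µM single dose, 3% DMSO; incubation: 50 min dark incubation at room temperature; measured by: endpoint fluorescence intensity from OMFP dephosphorylation; measure: % inhibition relative to no-enzyme and uninhibited control wells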
# NadD inh = inhibitors of Staphylococcus aureus NadD | purified NadD enzyme, colorimetric absorbance read-out | inhibition, % at 20 µM | 360,000 tested, 0.78% active; in the data active = inhibition above about 26%; also: some compounds past the cut are filed as inactive
# CSN deneddyl inh = blocks human CSN-mediated cullin deneddylation; Q92905; inhibition, % at 12.5 µM; Purified CSN, SCF-Nedd8-OG deneddylation, fluorescence polarization; 360,000 tested, 0.38% active;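 active = pattern-corrected inhibition above about 35%, with an unprinted fluorescence ratio check between 0.5 and 1.5, limit read from the data, passing the limit was not always enough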;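 also: 0% = enzyme with substrate and 100% = substrate without enzyme; some results filed as inactive read as strong as hits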
#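 assay system = purified human Csn5 enzyme expressed in HEK293T cells | amount = 0.24 nM enzyme | buffer or medium = Tris/NaCl/DTT buffer, pH 7.5 | reagent = 10 nM SCFSkp2-Nedd8OG | compound = one concentration, 12.5 µM, 0.25% DMSO | times = 90 min reaction at room temperature | signal = FP | read-out basis = % inhibition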
# Rpn11 inh = Rpn11 (human) deubiquitinase inhibition; O00487; human 26S proteasome, Ub4-pepOG fluorescence polarization; 20S core pre-blocked with epoxomicin; calls only at 20 µM; 360,000 tested, 0.59% active;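 active = inhibition at 20 µM, scaled to each plate's controls, above about 33%, limit read from the data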
# The depositor's hits bear a star; i = inactive; nt = not tested or not shown; + = active, no number.
SMILES,DNMT1 inh,Neddyl block,Scp-1 inhibitor,SUMO1-SIM PPI,Rin1 Abl inh,STEP inh,LMPTP block,NadD inh,CSN deneddyl inh,Rpn11 inh
CCN1C(=O)CSc2ccc(C(=O)NC3CCCCC3)cc21,3,i,-5,-1,1,2,-1.3,-5,-3,i
Cc1cc(C)n(CCC(=O)N2CCN(S(=O)(=O)c3ccc(C)c(C)c3)CC2)n1,1,i,-2,0,4,-1,-1.9,-1,0,i
O=C(CCC(=O)c1ccc(F)cc1)Nc1cccnc1,0,i,-6,-1,2,-1,-0.1,5,-3,i
CCOC(=O)C1(Cc2ccc(Cl)cc2)CCN(C(=O)CCc2cnccn2)CC1,1,i,-3,-1,2,-1,-0.5,-7,4,i
CC(c1nccs1)N(C)c1nc2nonc2nc1NC1CC1 (configuration not stated),0,i,-5,-10,-2,-3,-0.9,2,-9,i
O=C(NCCNC(=O)c1ccccc1F)c1ccco1,0,i,10,3,2,2,-0.3,-4,1,i
CC(C(=O)Nc1ccc(S(=O)(=O)N2CCCC2)cc1)N1CCCC(C(N)=O)C1 (configuration not stated),3,i,-2,1,5,1,-0.3,10,-1,i
Cc1csc(C(=O)NN)c1N(C)C,1,i,-3,0,0,2,-1.7,0,2,i
CC(C)n1c(CNC(=O)c2ccccc2F)nnc1SCC(=O)NC1CCCCC1,43,i,22,9,3,0,2.9,32*,6,i
COc1cccc(/C=N/NC(=O)C(=O)N/N=C/c2cccc(OC)c2O)c1O,1,i,-8,1,5,1,1.2,5,-11,i
CC(Sc1nnc(-c2ccco2)o1)C(=O)NCCC1=CCCCC1 (configuration not stated),-1,i,-1,-2,2,-1,0.1,-1,-7,i
c1coc(CNc2ncnc3ccccc23)c1,5,i,-9,1,-3,0,11,2,-2,i
Clc1ccc(-n2nnnc2SCc2cn3ccccc3n2)cc1,-1,i,1,-6,3,4,-1.5,8,0,i
Cc1ccc2[nH]c(=O)c(CN(Cc3ccc4c(c3)OCO4)Cc3nnnn3Cc3ccco3)cc2c1,9,i,1,21,-3,-1,6.7,16,3,i
c1ccc(COc2ccc(Oc3nc(N4CCCCC4)nc(N4CCOCC4)n3)nn2)cc1,-1,i,-6,7,0,-1,0.8,4,0,i
CCOc1ccc2nc(NC(=O)c3ccc(S(=O)(=O)N4CCOCC4)cc3)sc2c1,6,nt,-2,2,-5,-1,1.5,7,-2,i
CN(c1ccccc1)S(=O)(=O)c1cccc(NC(=O)Cc2c(F)cccc2Cl)c1,0,i,-12,-4,0,-6,3.3,-6,5,i
C[C@@H](NC(=O)c1cc2c([nH]c3ccccc32)c(-c2ccccc2)n1)C(=O)O,-1,i,-1,10,-3,1,1.3,2,-2,i
COc1ccc(COc2cc(-c3cccc(OC)c3)nc3ccc(NC(=O)c4cccnc4)cc23)cc1,-26,i,3,2,3,-2,6.7,6,-3,i
c1ccn2cc(C34CC5CC(CC(C5)C3)C4)nc2c1,-1,i,-4,-1,0,13,-0.3,-6,-1,i
Cc1ccc(C(=O)NCc2nnc(SCC(=O)Nc3ccccc3)n2C)cc1,-6,i,1,3,2,-2,-1.0,0,4,i
CC(=O)OC1c2c(ccc3ccc(=O)oc23)OC(C)(C)C1OC(=O)CC(C)C (configuration not stated),2,i,-21,0,-2,3,1.7,-4,1,i
COc1ccccc1CNS(=O)(=O)c1cccs1,4,i,-5,1,-3,-1,-1.0,-2,1,i
COc1ccc(NS(=O)(=O)c2cc(N=Nc3c(O)[nH]c(=O)[nH]c3=O)ccc2Cl)cc1,-4,i,-7,-12,-6,1,3.2,4,2,i
O=C(NCc1ccccc1)C1CC(=O)N(c2ccc(OCC(=O)N3CCCC3)cc2)C1 (configuration not stated),5,i,4,4,-1,-2,0.0,-1,-1,i
COc1ccc(C2NC(=O)CS2)cc1 (configuration not stated),-3,i,-6,-2,-3,1,-0.7,4,-4,i
CCOC(=O)CCCCCC(=O)Nc1ccc2c(c1)C(=O)N([C@H](C)CO)C[C@@H](C)[C@H](CN(C)Cc1ccc3c(c1)OCO3)O2,3,i,-8,3,5,-1,0.0,-4,-3,i
COc1ccc(NC(=O)Nc2nnc(-c3cccs3)s2)cc1,6,i,-4,1,-2,-1,1.3,5,2,i
CCCn1c(N)c(C(=O)CSc2nc(C)cs2)c(=O)n(C)c1=O,0,i,14,-2,2,-5,0.1,-5,-2,i
COc1cc(/C=C/c2nc3ccccc3c(=O)[nH]2)ccc1O,-1,i,nt,0,-3,-1,-1.4,-2,6,i
O=C(CNC(=O)c1cc2c(s1)CCC2)Nc1ccccc1Br,1,i,-7,-6,3,2,5.9,2,4,i
CN(C)c1cc(-c2ccc(Cl)cc2)oc(=O)c1Cl,0,i,-10,-22,-4,3,-0.6,-6,1,i
CC1=CC2(C#N)C3(N=C(N)C2(C#N)C(c2ccccc2)N1)OCCO3 (configuration not stated),1,i,1,-6,2,-4,-1.7,-12,3,i
O=C(c1cc(Cl)ccc1O)N1CCN(S(=O)(=O)Cc2ccccc2)CC1,0,i,7,3,-1,0,-0.3,2,-1,i
CS(=O)(=O)N1CCN(c2ccccc2NC(=O)c2ccc(-c3ccc(Cl)cc3Cl)o2)CC1,-5,i,-3,-1,-1,7,-0.3,6,-2,i
CCCOc1ccc(C(=O)CCN2CCCCC2)cc1,1,i,0,1,-3,1,0.3,1,2,i
C/C(=N\NC(=O)c1c(C)nc2ccccn12)c1ccc(N2CCOCC2)cc1,1,i,-13,1,1,0,-0.9,-2,-1,i
C/C(=N/NS(=O)(=O)c1ccc(F)cc1)c1ccncc1,2,i,-5,-2,1,1,-2.4,-5,0,i
COc1ccccc1NC(=O)c1ccc(NC(=O)COC(=O)C2CCCO2)cc1 (configuration not stated),-4,i,-2,-3,-2,-2,-0.6,-12,-5,i
CCc1c(C)c(C#N)c2nc3ccccc3n2c1NCC1CCCO1 (configuration not stated),3,nt,-12,0,-4,0,-0.1,-1,4,i
CCc1ccc(NC(=O)CSc2nc3c(c(=O)n(C)c(=O)n3C)n2C)cc1,3,i,-12,10,1,3,1.8,6,1,i
CCN(CC(=O)Nc1c(F)cccc1F)C(=O)c1ccc(N2C(=O)c3ccccc3C2=O)cc1,2,i,0,-19,-2,-3,-1.6,4,1,i
Cc1ccc(C(=O)Nc2c(C(=O)N3CCOCC3)cnn2-c2ccccc2)cc1,1,i,-2,0,-3,-3,-1.4,-3,-5,i
C=CCn1c(-c2ccccc2)ccc(C#N)c1=O,-1,i,3,0,1,1,1.7,0,-3,i
COc1ccc(C2OC(CCc3ccccc3)Cc3[nH]c(=S)[nH]c(=O)c32)cc1 (configuration not stated),nt,i,nt,1,nt,nt,1.0,0,-1,nt
Cc1ccc2cc(CN(Cc3ccc(F)cc3)Cc3nnnn3C3CCCC3)c(=O)[nH]c2c1,-5,i,2,-2,0,-1,2.7,4,4,i
C[C@H](NC(=O)c1nc[nH]c1C(=O)N(C)CCO)c1ccccc1,7,i,nt,-2,-1,-2,0.2,1,-5,i
O=C1OC(=O)c2cc([N+](=O)[O-])ccc21,1,i,-9,-6,1,1,-0.4,1,-2,i
Fc1cccc(Nc2nc3ccccc3n3nnnc23)c1,-2,nt,3,-2,-2,1,0.1,-3,5,i
CC(C)C(=O)N1CCC(n2nccc2NC(=O)CCOc2ccccc2)CC1,0,i,-6,2,0,-3,-0.2,4,-4,i
COc1cccc(NC(=O)N[C@@H](Cc2ccccc2)C(=O)O)c1,2,i,0,-2,4,0,-0.9,-3,4,i
N/C(=N\NC(=O)c1cccc(F)c1)c1cc2ccccc2oc1=O,3,i,53*,-24,-1,13,0.4,-1,1,i
CC1Cc2ccccc2N1C1=NS(=O)(=O)c2ccccc21 (configuration not stated),-2,i,-14,-3,0,-1,-0.5,3,-1,i
Cc1ccc(Nc2ncc(C(=O)NCCCN3CCN(C)CC3)c3ccccc23)cc1Cl,-1,nt,-7,-11,-1,3,-7.2,-12,2,i
COc1ccccc1-n1cnc2c(c1=O)c1nc3ccccc3nc1n2-c1ccc(C)c(C)c1,24,i,96*,1,-2,17,6.9,2,88*,+
CCN(CC)S(=O)(=O)c1ccc(NC(=O)C2CCCN(C(=O)c3ccc(Cl)cc3)C2)cc1 (configuration not stated),-2,i,-7,0,-2,0,0.3,-4,3,i
CC1CC(=O)Nc2ccccc2N1S(=O)(=O)c1ccc(C#N)cc1 (configuration not stated),2,i,-5,-1,-2,-2,-0.3,-2,-2,i
COc1ccc(NC(=S)N(CCCN2CCN(C)CC2)Cc2cccs2)cc1,2,i,-5,-3,-4,-3,-7.3,-3,1,i
Cc1ccc(-c2cc(-c3ccc(F)cc3)n[nH]2)c(O)c1,-4,i,-8,2,-1,0,1.6,-6,2,i
CCN(CC)S(=O)(=O)c1ccc(N2CCN(C)CC2)c(NC(=O)Nc2ccccc2F)c1,-3,i,-1,-1,-1,1,1.6,-5,0,i

# Brought forward from above: three compounds; new compounds follow.
SMILES,DNMT1 inh,Neddyl block,Scp-1 inhibitor,SUMO1-SIM PPI,Rin1 Abl inh,STEP inh,LMPTP block,NadD inh,CSN deneddyl inh,Rpn11 inh
COc1ccc(NC(=S)N(CCCN2CCN(C)CC2)Cc2cccs2)cc1,2,i,-5,-3,-4,-3,-7.3,-3,1,i
Cc1ccc(-c2cc(-c3ccc(F)cc3)n[nH]2)c(O)c1,-4,i,-8,2,-1,0,1.6,-6,2,i
CCN(CC)S(=O)(=O)c1ccc(N2CCN(C)CC2)c(NC(=O)Nc2ccccc2F)c1,-3,i,-1,-1,-1,1,1.6,-5,0,i
CCN1CCN(C(=O)c2cc3c(-c4ccc(Cl)cc4)nn(C)c3s2)CC1,0,nt,-9,2,-2,-4,-0.7,-3,-1,i
O=C(O)Cn1c(=O)c2cccn2c2ccccc21,2,i,-4,4,0,-2,-2.5,-2,-2,i
CC(=O)Oc1ccc2c(=O)c(Oc3ccccc3)coc2c1OC(C)=O,23,i,42,2,5.5*,-2,0.0,-1,-3,i
O=S(=O)(c1cccc(Cl)c1)N1CCN(S(=O)(=O)c2ccc3c(c2)OCCO3)CC1,-5,i,8,-2,2,4,0.0,-1,6,i
CN(C)c1ncc(CN2CCC(C(=O)Nc3ccc(-n4cccn4)cc3)CC2)s1,0,i,-5,7,7,0,-1.0,-1,0,i
CCOC(=O)c1sc(NC(=O)CSc2nc(C)cc(C)c2C#N)c(C#N)c1C,4,i,-8,3,1,-2,2.0,9,-5,i
Cc1cc(C)nc(NN2C(=O)C=CC2=O)n1,4,i,-14,2,0,0,0.0,-4,-3,i

# Compound activity: PubChem BioAssay, several laboratories
